PAFAH1B3 inh: PAFAH1B3 enzyme inhibitors, primary screen, biochemical, fluorescence polarization, human | 340,000 tested, 0.28% active | inhibition, % at 3.39 µM | recombinant PAFAH1B3, FP-rhodamine probe;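 active means inhibition above the screen-wide average of all tested compounds plus 3 SD, cut at about 25% in these data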;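 further: 0% = enzyme with DMSO only and 100% = wells lacking PAFAH1B3 protein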
PAFAH2 FP inh: PAFAH2 enzyme inhibitors, primary screen, biochemical, fluorescence polarization, human | inhibition, % at 3.39 µM | Platelet-activating factor acetylhydrolase 2, cytoplasmic (Homo sapiens), Q99487 | 340,000 tested, 0.99% active | recombinant PAFAH2, FP-rhodamine activity probe;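 active means inhibition above the mean over all tested compounds plus 3 SD, cut at about 30% in these data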;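 further: inhibitors block probe labeling of enzyme so polarization drops; 0% = enzyme with DMSO and 100% = wells lacking PAFAH2 protein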
EBNA-1 inhibitor: EBNA-1 DNA-binding inhibitors, primary screen, biochemical, fluorescence polarization. inhibition, % at 14.8 µM. 300,000 tested, 0.34% active; in the data active means inhibition above about 28%
LYPLA2 counter: LYPLA2 inhibitors, primary screen, counter-screen for PME1 inhibitor project, biochemical, fluorescence polarization, FP-Rh probe ABPP | inhibition, % at 5.9 µM | recombinant LYPLA2 | 320,000 tested, 0.38% active;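 active means inhibition above the screen-wide mean plus 3 SD, limit set per campaign, cut at about 26% in these data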;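 further: 0% = LYPLA2 with DMSO and 100% = wells lacking LYPLA2 enzyme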
PREPL inh: PREPL enzyme inhibitors, primary screen, biochemical, fluorescence polarization; 320,000 tested, 0.68% active; recombinant PREPL, fluorescence polarization activity-based probe; Prolyl endopeptidase-like (Homo sapiens), Q4J6C6; inhibition, % at 5.96 µM; in the data active means inhibition above about 43%;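 further: 0% = enzyme with DMSO and 100% = wells lacking enzyme; many of its hits are not listed in these tables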
Target sequence (Q4J6C6 whole entry, looked up): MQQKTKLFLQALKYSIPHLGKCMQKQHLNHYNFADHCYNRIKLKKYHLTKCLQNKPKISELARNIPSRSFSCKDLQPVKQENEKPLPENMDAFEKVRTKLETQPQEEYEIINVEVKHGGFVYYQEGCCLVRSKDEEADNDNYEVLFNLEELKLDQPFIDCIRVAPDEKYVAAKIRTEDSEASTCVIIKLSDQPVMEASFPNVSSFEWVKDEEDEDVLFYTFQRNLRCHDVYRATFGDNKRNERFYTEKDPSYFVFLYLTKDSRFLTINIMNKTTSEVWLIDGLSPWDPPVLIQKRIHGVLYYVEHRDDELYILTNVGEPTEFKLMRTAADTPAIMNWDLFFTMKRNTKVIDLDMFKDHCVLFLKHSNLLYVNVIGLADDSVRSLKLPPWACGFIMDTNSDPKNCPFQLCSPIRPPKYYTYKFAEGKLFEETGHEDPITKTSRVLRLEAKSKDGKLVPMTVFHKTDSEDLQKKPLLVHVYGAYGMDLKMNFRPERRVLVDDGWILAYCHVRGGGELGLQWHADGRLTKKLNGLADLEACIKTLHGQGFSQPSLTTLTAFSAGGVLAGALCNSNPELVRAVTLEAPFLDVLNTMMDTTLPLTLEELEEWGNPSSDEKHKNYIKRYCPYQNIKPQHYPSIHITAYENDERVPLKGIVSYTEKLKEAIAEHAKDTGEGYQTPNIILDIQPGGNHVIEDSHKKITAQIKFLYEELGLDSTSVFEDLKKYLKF
GSTO1 counter: inhibitors of recombinant GSTO1, primary screen, counter-screen for RBBP9 inhibitor project, biochemical, fluorescence polarization | inhibition, % at 5.96 µM | Glutathione S-transferase omega-1 (Homo sapiens), P78417 | 300,000 tested, 1.1% active | activity-based probe fluorescence polarization;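 active means inhibition above the campaign mean inhibition plus 3 SD, cut at about 35% in these data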;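 further: 0% = GSTO1-1 with DMSO and 100% = wells lacking GSTO1-1 enzyme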
ZTA counter: blocks Epstein-Barr virus ZTA, an EBNA-1 counter-screen; P03206; inhibition, % at 11 µM; AID 2234; ZTA-DNA binding, fluorescence polarization; 320,000 tested, 0.15% active; in the data active means inhibition above about 33%
Target sequence (P03206 whole entry, looked up): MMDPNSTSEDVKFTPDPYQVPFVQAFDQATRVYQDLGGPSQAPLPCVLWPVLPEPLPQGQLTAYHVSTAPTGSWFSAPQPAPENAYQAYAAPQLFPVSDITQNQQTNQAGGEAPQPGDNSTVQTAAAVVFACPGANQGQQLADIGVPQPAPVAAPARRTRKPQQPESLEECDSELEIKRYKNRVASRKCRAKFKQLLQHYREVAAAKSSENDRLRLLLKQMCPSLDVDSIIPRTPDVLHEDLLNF
LYPLA1 counter: LYPLA1 inhibitors, primary screen, counter-screen for PME1 inhibitor project, biochemical, fluorescence polarization, FP-Rh probe ABPP; Acyl-protein thioesterase 1 (Homo sapiens), O75608; recombinant LYPLA1; 320,000 tested, 0.16% active; inhibition, % at 5.9 µM;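 active means inhibition above the mean of all tested compounds plus 3 SD, set per campaign, cut at about 14% in these data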;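 further: inhibitors block serine hydrolase probe labeling of LYPLA1 so polarization falls; 0% = enzyme with DMSO and 100% = wells lacking LYPLA1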
PAD4 FP inh: human PAD4 inhibitors, primary screen, biochemical, fluorescence polarization, 1536-well format. Protein-arginine deiminase type-4 (Homo sapiens), Q9UM07. recombinant PAD4, RCA probe fluorescence polarization. inhibition, % at 6.36 µM. 330,000 tested, 0.41% active. AID 485272, 2010;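 active means percent inhibition above a cutoff equal to the mean of all tested compounds plus 3 SD, cut at about 15% in these data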;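 further: 0% = PAD4 with RCA probe and DMSO and 100% = probe without PAD4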
Numbers without * were called inactive; / = no result given.

SMILES	PAFAH1B3 inh	PAFAH2 FP inh	EBNA-1 inhibitor	LYPLA2 counter	PREPL inh	GSTO1 counter	ZTA counter	LYPLA1 counter	PAD4 FP inh
Cc1ccccc1C(=O)NNC(=O)/C=C/c1ccccc1	-6	-2	3	2	1	6	0	-1	4
O=C(c1csc2c1CCCC2)N1CCN(c2cccc(C(F)(F)F)c2)CC1	0	-7	-19	5	10	-3	-19	2	-4
COc1c(C)cccc1C(=O)NCc1ccc2c(c1)OCO2	5	-6	5	-2	-6	1	7	2	-5
O=c1cc(CN2CCN(C/C=C/c3ccccc3)CC2)c2cc(O)ccc2o1	-7	6	3	14	-25	8	-9	14	-5
NS(=O)(=O)c1ccc(CCNS(=O)(=O)c2cccc3nsnc23)cc1	7	0	-13	2	6	-2	2	0	-9
Cc1cc(=O)oc2cc(OCC(=O)NC3CCCCC3)c(Cl)cc12	7	-2	/	/	2	/	/	/	1
COC(=O)c1ccc(NC(=O)CC(=O)Nc2ccc(C(=O)OC)cc2)cc1	2	-8	-15	-13	-4	-5	-1	-3	-3
CCOC(=O)CCc1cccc2c1CCC2=O	6	7	-1	2	18	13	5	0	-2
CN1C(=O)C(C)(C)c2cc(S(=O)(=O)NCC(=O)NCc3ccccc3)ccc21	-4	-4	2	4	3	4	0	1	2
N/C(=N\S(=O)(=O)c1cccs1)c1ccccc1	0	-4	2	3	-3	-9	18	2	3
O=c1oc2ccccc2cc1-c1csc(NN=C2CCCCC2)n1	3	7	1	5	19	-22	15	-2	-3
CC(C)Cn1cnc2c1c(=O)n(CC(=O)NC(=O)NC(C)(C)C)c(=O)n2Cc1ccccc1	3	10	15	5	6	-7	-3	2	-1

3 of the compounds above, in CSV form:
SMILES,PAFAH1B3 inh,PAFAH2 FP inh,EBNA-1 inhibitor,LYPLA2 counter,PREPL inh,GSTO1 counter,ZTA counter,LYPLA1 counter,PAD4 FP inh
COc1c(C)cccc1C(=O)NCc1ccc2c(c1)OCO2,5,-6,5,-2,-6,1,7,2,-5
COC(=O)c1ccc(NC(=O)CC(=O)Nc2ccc(C(=O)OC)cc2)cc1,2,-8,-15,-13,-4,-5,-1,-3,-3
Cc1cc(=O)oc2cc(OCC(=O)NC3CCCCC3)c(Cl)cc12,7,-2,/,/,2,/,/,/,1

Next compounds follow.
SMILES	PAFAH1B3 inh	PAFAH2 FP inh	EBNA-1 inhibitor	LYPLA2 counter	PREPL inh	GSTO1 counter	ZTA counter	LYPLA1 counter	PAD4 FP inh
CCOC(=O)c1[nH]c(C)c(CN(CCc2ccc(OC)c(OC)c2)C(=O)CCCC(=O)O)c1C	2	1	0	6	11	5	-16	3	3
Cc1noc(C)c1S(=O)(=O)N1CCCC1C(=O)O (stereo not drawn)	10	-1	2	1	1	-4	-18	0	-2
COc1ccccc1NC(=O)Cn1c(=O)n2nc(C)nc2c2ccccc21	2	2	-1	2	0	13	-4	2	5
CCCCN(C(=O)CCCc1nc2ccccc2s1)c1c(N)n(CC(C)C)c(=O)[nH]c1=O	-4	-10	/	-6	5	/	-14	-2	2
FC(F)(F)c1cnc2c(c1)[nH]c(=S)n2-c1ccc(Cl)cc1	6	-10	-11	10	-1	-8	-11	4	3
O=C(NCc1ccco1)c1ccc(Cl)c(S(=O)(=O)N2CCOCC2)c1	10	-3	3	3	3	0	-11	5	2
COc1ccc2oc(=O)c(-c3nnc(NCc4ccco4)s3)cc2c1	1	18	-9	0	-8	5	7	-2	2
CC1CN2C(c3ccc([N+](=O)[O-])cc3)=CSC2=N1 (stereo not drawn)	9	-8	-6	-1	3	-1	-6	-3	1
Cc1ccc(NC(=O)CSc2nc3nc(C)c(Br)cc3[nH]2)cc1F	-1	-1	6	-10	-8	-14	21	-2	2
CCOC(=O)c1ccc(-n2c(C)ccc2C)cc1	3	9	-1	2	6	-1	2	3	-1
CCc1ccc(OCC(=O)NNC(=O)CSc2nnc(-c3ccc(C)cc3)n2C)cc1	7	-2	0	-2	-18	-2	13	1	-4
CCC1=NN(C(=O)c2ccc(Br)cc2)C(O)(c2ccccc2)C1 (stereo not drawn)	9	8	1	-3	-9	-2	6	-2	2
C#CCNC(=O)C1=C[C@@H](C2CC2)C[C@@H](OCc2ccc(CO)cc2)O1	6	-8	8	0	7	2	7	2	-4
Cn1c(CSc2nc3ccccc3s2)nnc1SCC(=O)NCCN1CCOCC1	11	3	0	-2	15	8	-1	-4	1
COc1ccccc1CN(C)CC(=O)NC(=O)NC1CCCCC1	-2	0	/	-1	6	/	5	1	-2
C/C(=N\NC(=O)CC#N)c1ccc(Oc2ccccc2)cc1	-3	-3	-14	4	12	-5	2	4	-4
COc1ccc(S(=O)(=O)N2CCN=C2SCc2cccnc2)cc1	1	3	-5	-5	9	16	11	-3	3
Cc1nc(NC(=O)/C=C/c2ccccc2)sc1C(=O)Nc1ccccc1	-1	-5	-3	-2	-9	-6	7	-3	-3
CCOc1ccc(Br)cc1S(=O)(=O)Nc1cccc(S(=O)(=O)NC2=NCCC2)c1	-2	-4	7	1	4	2	10	-1	1
Cc1cccc(NCN2C(=O)c3ccncc3C2=O)n1	1	0	1	7	9	1	-3	2	-2
CC(/C=C1\SC(=S)N(CCC(=O)Nc2ccc(O)cc2)C1=O)=C\c1ccccc1	7	-15	34*	-38	16	-7	-5	-23	-4
O=c1[nH]nc(CNc2ccc(O)cc2)c2ccccc12	17	15	7	34*	41	82*	-2	16*	55*
Cc1ccc(NC(=O)CSc2nnc(-c3cccnc3)n2-c2ccc(C)cc2)cc1	0	0	0	9	-3	2	0	-1	-2
Cc1cccc(Nc2ccccc2C(=O)OCC(=O)N(C)C2CCS(=O)(=O)C2)c1C (stereo not drawn)	10	2	15	3	17	2	8	1	-1
COc1ccc(CCN(C)C(=O)c2ccc(S(=O)(=O)Nc3ccccc3F)cc2)cc1OC	1	-1	2	-3	-1	9	-16	-2	0
COC(=O)C(Cc1ccccc1)NC(=O)CCNC(=O)c1ccco1 (stereo not drawn)	12	6	-9	-10	9	-5	-8	-2	3
Cn1c2c(c(=O)n(C)c1=O)C(c1ccccc1F)C(C#N)=C(N)O2 (stereo not drawn)	8	3	8	13	3	-1	-1	2	-2
CCOC(=O)c1cnc2c(C)cccc2c1Nc1ccc(N2CCOCC2)cc1	/	/	3	3	1	1	-12	0	-3
COc1cccc(N(C(C)=O)c2nc(C)cc(C)c2C#N)c1	9	-4	-4	3	3	7	8	-1	0
Cc1cccc(-n2ncc3c(NCCCO)ncnc32)c1	10	5	-2	4	-2	5	5	1	2
CC(=O)N(C(C)=O)S(=O)(=O)c1ccc(N=NN2CCOCC2)cc1	-7	-5	8	-2	-2	1	10	-2	0
O=C(/C=C/c1ccc(NC(=O)c2ccccc2-c2ccccc2C(=O)O)cc1)c1ccccc1	3	4	3	-14	7	-50	41*	-15	-16
CCOC(=O)c1ccc(NC(=O)CC2OCCN(CC)C2=O)cc1 (stereo not drawn)	-2	-6	-2	2	-1	-3	6	1	-8
CC(C)(C)c1nnc(NC(=O)c2cccs2)s1	4	0	-2	4	-3	-2	5	3	1
CC(=O)C(=Nc1ccc(Cl)cc1Cl)NNc1cccc(Cl)c1	1	-7	7	2	8	15	1	2	2
Cc1ccc(-c2nc(CS(=O)CC(=O)NCc3ccc4c(c3)OCO4)c(C)o2)cc1 (stereo not drawn)	7	1	0	-1	-5	2	11	2	2
O=C(Nc1ccccc1N1CCCC1)C1CCN(S(=O)(=O)c2cccc(C(F)(F)F)c2)CC1	6	5	3	2	9	0	15	0	0
COc1ccc(C2C(=O)N(C3CCCCC3)CC(=O)N2C2CCCCC2)cc1 (stereo not drawn)	5	1	-6	4	10	-3	-12	1	4
Cc1c(C(=O)OCC(=O)N2CC(=O)Nc3ccccc32)oc2ccc(Br)cc12	-5	-12	-1	6	-12	0	7	2	3
O=C(CSc1nc(-c2ccccc2)cc(=O)[nH]1)Nc1ccccn1	1	-7	14	2	-4	-4	4	2	-7
CC1=CC(=C(C#N)C#N)C=C(C)N1Cc1ccc(Cl)cc1	3	1	6	1	-2	2	16	0	-1
COc1ccc(-n2nnc3c(=O)n(CC(=O)Nc4cc(C)on4)cnc32)cc1	2	-1	10	-2	-8	-6	-3	-1	0
Cc1ccc(NC(=S)NNC(=O)c2ccc(N3CCOCC3)c([N+](=O)[O-])c2)cc1C	14	12	10	0	17	-4	1	2	-1
CCCN1CNc2c(c(=O)[nH]c(=S)n2CCc2ccc(OC)c(OC)c2)C1	5	1	-5	1	18	13	-17	0	4
O=C(/C=C/c1ccc([N+](=O)[O-])s1)N1CCCC1	0	0	-7	8	-3	22	-3	0	-4
COc1ccc(Cl)cc1C(=O)NC(=S)Nc1ccccc1N1CCOCC1	8	-4	3	0	7	-3	15	-3	-2
Cc1cc(C)cc(N(CC(=O)N2CCc3ccccc32)S(=O)(=O)c2c(C)noc2C)c1	-1	0	8	-1	-4	4	8	-4	-3
CCN(CC(=O)Nc1ccc(NC(C)=O)cc1)C(=O)c1ccccc1Sc1ccccc1C#N	6	-1	/	3	8	/	-15	0	1
O=C1CCc2cc(S(=O)(=O)NC3CCCCC3)ccc2N1	8	16	/	6	4	/	1	3	-2
COc1cccc2c(N/N=C/c3ccccc3)cc(C)nc12	-1	0	-11	-2	8	2	-1	-2	-3
CCOc1cc2nc(-c3ccc(OC)c(OC)c3)nc(NCCCN3CCOCC3)c2cc1OC	10	2	-3	-8	21	-8	-9	-7	-3
CCOc1ccc(-c2ccc(NS(=O)(=O)c3cc([N+](=O)[O-])c(C)c([N+](=O)[O-])c3)cc2)nn1	9	10	7	2	4	7	10	1	0
O=C1/C(=C/c2cccs2)SC(=S)N1CC(=O)N1CCCCC1CCO (stereo not drawn)	5	5	-5	-2	18	15	12	0	-4
Cc1cc(-n2nc(C)cc2C)n2nc(C)c(-c3ccc(Cl)cc3)c2n1	5	-11	-13	6	0	6	0	2	-7
COc1ccc(CC(=O)Nc2ccc(C)cc2O)cc1S(=O)(=O)N1CCOCC1	6	-10	11	0	26	1	-5	3	0
O=C(NCc1ccccc1F)C1CC(=O)N(c2ccc3c(c2)OCCO3)C1 (stereo not drawn)	9	3	-7	10	-2	7	2	4	1
C=CCNC(=O)COC(=O)c1nc2nccc(C)n2n1	4	3	-3	1	5	-4	5	-1	-2
C/C(=N\NC(=O)c1ccc(Cn2cc(Br)cn2)o1)c1cccc(NC(=O)C(C)C)c1	0	5	9	-2	4	5	-11	-1	-2
Cc1ccc(CN2C(=O)N/C(=C\c3cccn3-c3cccc(C(=O)O)c3)C2=O)cc1	3	19	-3	0	8	-10	10	-1	-2
Cc1ccc(C)c(NC(=O)NNC(=O)c2cc3occc3[nH]2)c1	-2	-9	-2	12	10	-10	-13	1	1
c1csc(COc2ccccc2CNC2CCCCC2)c1	6	4	-8	-5	24	-4	-10	0	-6
CC(C)Nc1nc(-c2ccncc2)nc(-c2ccc(Cl)cc2)c1C#N	/	/	-12	-8	12	-6	12	-2	-1
CC(C)C(=O)NC(=S)Nc1ccccc1N1CCN(C(=O)c2ccccc2)CC1	3	10	8	-1	-6	-16	3	-2	1

Source: PubChem BioAssay (The Scripps Research Institute Molecular Screening Center)

Only part of the results is shown, so the mix of outcomes need not match the whole.
